TNAP act DEA: activators of human TNAP at intermediate phosphate acceptor | P05186 | purified TNAP, CDP-star luminescence, 100 mM DEA, 30 min; hits give high values; scale: 0 levamisole-inhibited, 1 vehicle-only enzyme | activation factor at 20 µM | 64,000 tested, under 10 active;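 active means activation factor of at least 2 at 20 µM, relative to controls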
Fluor 339 460: intrinsic fluorescence of library compounds, ex339/em460 – biochemical, MLSMR library, data from DPM-DC assay, artefact control, profiling panel; compound autofluorescence, ex339/em460 nm, NADH buffer; hits give high values; 1 = no-compound wells, NADH background; fluorescence fold increase at 10 µM; 5.5% of 65,000 active; AID 709;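 active means at 10 µM, mean starting fluorescence two-fold or more over control wells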;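 further: signal is the first read of a kinetic run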
RORa activator: RORA (human) activation | activation, % at 10 µM | CHO-K1 Gal4-RORA LBD luciferase reporter, luminescence; percent increase over mock-subtracted basal signal | 1.5% of 65,000 active | P35398;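 active means activation above the mean of all tested compounds plus 3 SD, cut at about 49% in these data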;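 further: 0% = DMSO-treated RORA cells and 100% = added signal equal to DMSO minus mock-transfected cells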
Target sequence (P35398 whole entry, looked up, the tested form may be a part): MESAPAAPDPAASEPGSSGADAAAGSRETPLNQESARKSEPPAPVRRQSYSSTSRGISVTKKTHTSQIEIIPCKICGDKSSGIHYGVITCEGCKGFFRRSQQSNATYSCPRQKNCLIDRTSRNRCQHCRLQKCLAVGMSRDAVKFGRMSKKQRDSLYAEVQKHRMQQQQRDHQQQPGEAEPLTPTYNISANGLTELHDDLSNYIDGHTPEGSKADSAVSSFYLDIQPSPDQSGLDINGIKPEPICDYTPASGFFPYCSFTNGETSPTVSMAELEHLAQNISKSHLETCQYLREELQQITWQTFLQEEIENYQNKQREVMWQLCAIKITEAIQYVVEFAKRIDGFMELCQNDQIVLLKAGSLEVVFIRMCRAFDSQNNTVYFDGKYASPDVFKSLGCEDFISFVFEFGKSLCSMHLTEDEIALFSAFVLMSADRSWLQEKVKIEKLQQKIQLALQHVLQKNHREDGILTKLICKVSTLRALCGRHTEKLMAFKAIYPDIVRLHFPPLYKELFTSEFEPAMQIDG
M1 antag: blocks the rat M1 muscarinic receptor response to acetylcholine | P08482 | CHO-M1 cells, Fluo-4 calcium, ACh EC80 antagonist mode; hits give low values | B-score at 10 µM | 3.4% of 64,000 active | AID 628;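 active means calcium fluorescence response, raw or row-and-column corrected B-score, differing from the plate sample mean either way at a set confidence level, mostly lower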
tolC growth inh: blocks growth of E. coli BW25113 tolC mutant. 2.2% of 65,000 active. growth inhibition, % at 10 µM (by protocol). OD615. AID 573;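 active means growth inhibition at or above a cutoff equal to the mean over every tested compound plus 3 SD, cut at about 60% in these data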;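 further: growth measured after 20 h incubation at 37 °C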
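signal = optical density read at 615 nm | test system = E. coli ΔtolC::kan strain BW25113 | timing = 20 h compound exposure of bacteria at 37 °C | buffer or medium = LB medium plus 50 µg/mL kanamycin | compound dosing = 10 µM final, single dose | evaluation = % inhibition of E. coli growth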
NADH coupling: inhibition of NAD/NADH coupling enzymes, library profiling; coupled PK/LDH NADH assays, four targets; IC50, µM (doses to about 10 µM), for inactives: top-dose inhibition; 0.02% of 65,000 active;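 active means single-dose screening hits from any of four coupled enzyme assays that gave an IC50 when retested across doses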;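 further: the DPM-DC format reads NADH fluorescence rather than 340 nm absorbance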
M1 agonist: M1 muscarinic receptor agonism; CHO-M1 cells, Fluo-4 calcium fluorescence, agonist mode; hits give high values; B-score at 10 µM; 3% of 64,000 active;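 active means fluorescence rise, raw or as B-score row- and column-corrected plate score, outside the 99.7% band of its plate's samples, either direction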
Ec RNAP inh: Escherichia coli RNA polymerase inhibition | inhibition, %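 (tested at 10 µM)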 | 0.2% of 62,000 active | AID 559 | E. coli RNA polymerase, fluorescence transcription assay; in the data active means inhibition above about 20%;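 further: 0% = enzyme without compound and 100% = no enzyme blank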
SF1 activator: SF-1 (human) activation; 1.9% of 65,000 active; CHO-K1 Gal4-SF-1 LBD luciferase reporter; % increase over DMSO SF-1-specific signal; Q13285; activation, % at 10 µM;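 active means activation above the mean activation of all tested compounds plus 3 SD, cut at about 50% in these data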
Target sequence (Q13285 whole entry, looked up, the tested form may be a part): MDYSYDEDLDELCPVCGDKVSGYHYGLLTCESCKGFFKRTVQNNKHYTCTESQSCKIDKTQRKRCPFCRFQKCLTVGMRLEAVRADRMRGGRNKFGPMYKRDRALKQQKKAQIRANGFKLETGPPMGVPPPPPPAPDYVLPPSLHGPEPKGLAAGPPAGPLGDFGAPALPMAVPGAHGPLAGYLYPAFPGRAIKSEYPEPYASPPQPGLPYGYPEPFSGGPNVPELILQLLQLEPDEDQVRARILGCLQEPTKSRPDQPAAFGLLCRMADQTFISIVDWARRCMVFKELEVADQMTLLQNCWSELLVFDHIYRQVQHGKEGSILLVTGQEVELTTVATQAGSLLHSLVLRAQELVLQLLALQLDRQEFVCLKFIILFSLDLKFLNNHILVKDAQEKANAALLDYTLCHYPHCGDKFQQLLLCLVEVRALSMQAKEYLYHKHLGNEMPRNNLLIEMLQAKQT
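Assay system: CHO-K1 cells co-transfected with Gal4 DBD–human SF-1 LBD, 5xGal4 luciferase reporter; doses: 10 µM only; incubation: 20 h compound exposure at 37 °C after 1 h cell settling; signal: luciferase light emission; evaluation: percent activation versus DMSO; repeats: one test per compound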
* = called active by the depositor; x = no result given; [ ] = dose if it differs, or a comment. An unsorted share of the library. Share with any hit: about 15%.

1	Nc1ncnc2nc(SCCN3CCCCC3)[nH]c12
2	COc1ccc(-c2nc(C#N)c(NCCCN3CCOCC3)o2)cc1
3	Cc1ccc2c(c1C)NC(C(=O)O)C1CC=CC21 (stereo not drawn)
4	CC(=O)N1C(=O)N(C(C)=O)C2C1N(C(C)=O)C(=O)N2C(C)=O (stereo not drawn)
5	Cc1noc(C(=O)Nc2ccccc2C(F)(F)F)c1Cl
6	CCOC(=O)CSc1nc(-c2cccs2)nc2c1c(=O)n(C)c(=O)n2C
7	Cc1cc(CN2C(=O)c3ccccc3C2=O)cc(N2CCOCC2)c1
8	O=C1c2ccccc2C(=O)N1CCCSc1nc2ccccc2o1

Compound	1	2	3	4	5	6	7	8
TNAP act DEA	0.6	1	0.9	1	0.9	0.9	0.9	1
M1 antag	-2.8*	-0.89	-0.066	0.13	-2.9	-0.35	0.41	-0.29
tolC growth inh	-14	-9	-11	-17	-21	2	-1	40
SF1 activator	-4	-3	-6	-1	-3	1	-9	-2
M1 agonist	-0.3	-0.99	-0.61	1.2	-0.98	0.33	-0.0032	0.92
Ec RNAP inh	10	-5	15	8	9	-1	5	-2
RORa activator	9	24	11	0	-8	-9	-2	-4
Fluor 339 460	1	2.1*	1.1	1.1	0.99	1.7	1.1	1.1
NADH coupling	2%	2%[fluoresces]	3%	4%	7%	5%	3%	0%

9	COc1ccc(NC(=O)C2OCCc3ccccc32)c(OC)c1 (stereo not drawn)
10	CCc1nc(NCCN2CCOCC2)c(C#N)c2c1CCCC2
11	CC(c1ccco1)N(C(=O)COc1ccc(Cl)cc1)c1ccccn1 (stereo not drawn)
12	CCOc1ccc(N(CC(=O)NCCSc2ccccn2)S(C)(=O)=O)cc1
13	Cc1ccc(NC(=O)c2cccs2)cc1NC(=O)c1ccco1
14	O=C(Nc1ccc(NC(=O)c2ccco2)cc1)c1cnccn1
15	O=C(CSCc1ccccn1)Nc1ccccc1
16	CC(C)OC(=O)CSc1nnc(CNc2nc(-c3ccccc3)cs2)n1C

Compound	9	10	11	12	13	14	15	16
TNAP act DEA	0.9	0.9	0.9	0.9	0.9	0.9	0.8	0.9
M1 antag	0.077	-0.26	0.65	0.39	-0.038	-0.12	-0.73	0.34
tolC growth inh	19	5	-1	-6	19	-17	-19	4
SF1 activator	-7	0	-22	18	-1	47	12	-10
M1 agonist	0.032	-0.36	-0.065	0.51	1.2	-1.1	0.8	-0.016
Ec RNAP inh	-4	-10	3	0	10	9	7	x
RORa activator	-13	-13	-40	-5	4	43	-4	-28
Fluor 339 460	1.1	1.2	0.86	1.1	1.1	1.1	0.99	1.1
NADH coupling	5%	2%	5%	4%	6%	0%	3%	5%

17	Cc1cccc(-c2noc(CCCC(=O)Nc3cccnc3)n2)c1
18	Cc1nc2scc(-c3cccs3)c2c(=O)n1-n1cccc1
19	CC(=O)c1ccc(OCCCC(=O)N2CCN(S(=O)(=O)c3cccs3)CC2)cc1
20	COC(=O)c1oc2ccc(Br)cc2c1NC(=O)c1ccccc1
21	COc1cc(C)nc(OCCNC(=O)COc2ccc(Cl)cc2Cl)n1
22	Cc1ccc2oc(=O)c3cc(C(=O)N4CCN(C(=O)c5ccco5)CC4)sc3c2c1
23	NC(=O)C1CCN(CCCNC2CC(=O)N(Cc3ccc(N4CCCC4=O)cc3)C2=O)CC1 (stereo not drawn)
24	CCOc1ccc(NC(=O)CCC(=O)OC)cc1

Compound	17	18	19	20	21	22	23	24
TNAP act DEA	0.9	0.8	0.9	1	0.9	0.9	0.9	0.9
M1 antag	-0.0022	0.5	-1.5	1.3	-0.0072	-0.14	0.075	1
tolC growth inh	6	-1	-8	x	46	7	-25	-17
SF1 activator	-39	-23	-4	-12	-4	-5	-9	0
M1 agonist	-0.46	0.31	-0.48	-0.09	-0.85	0.81	4.2*	-0.5
Ec RNAP inh	8	7	1	2	4	2	-1	1
RORa activator	-11	6	8	-18	-14	-13	8	9
Fluor 339 460	1.1	1.2	1	3.2*	1.1	1.3	1	1.1
NADH coupling	6%	1%	6%	12%	7%	5%	3%	3%

Compound profiles, from the list above. Order of screens: TNAP act DEA	M1 antag	tolC growth inh	SF1 activator	M1 agonist	Ec RNAP inh	RORa activator	Fluor 339 460	NADH coupling
Profile of CCOc1ccc(NC(=O)CCC(=O)OC)cc1 → 0.9	1	-17	0	-0.5	1	9	1.1	3%
Profile of COc1ccc(NC(=O)C2OCCc3ccccc32)c(OC)c1 (stereo not drawn) → 0.9	0.077	19	-7	0.032	-4	-13	1.1	5%

Taken from above.
Under RORa activator, `Cc1cccc(-c2noc(CCCC(=O)Nc3cccnc3)n2)c1` has the entry -11
Under M1 antag, `CC(=O)c1ccc(OCCCC(=O)N2CCN(S(=O)(=O)c3cccs3)CC2)cc1` has the entry -1.5
Under NADH coupling, `NC(=O)C1CCN(CCCNC2CC(=O)N(Cc3ccc(N4CCCC4=O)cc3)C2=O)CC1` (stereo not drawn) has the entry 3%
Under tolC growth inh, `COc1ccc(NC(=O)C2OCCc3ccccc32)c(OC)c1` (stereo not drawn) has the entry 19
Under M1 antag, `CCc1nc(NCCN2CCOCC2)c(C#N)c2c1CCCC2` has the entry -0.26

Continued:
25	Cc1ccccc1-c1nnc(SCC(=O)NC2CCCCC2)o1
26	Nn1c(COc2ccccc2)nc2ccccc2c1=O
27	CC1(C)SC2c3ccccc3C(=O)N2[C@@H]1C(=O)NCCCN1CCOCC1 (stereo partly drawn)
28	CCCN(Cc1ccccc1)C(=O)Nc1ccc2c(c1)nnn2C
29	c1ccc(-c2noc(-c3ccncc3)n2)nc1
30	Cc1oc(-c2ccccc2Cl)cc1-c1nn2c(-c3ccco3)nnc2s1
31	Cn1c(=O)c2c(nc(SCc3cccnc3)n2Cc2ccc(F)cc2)n(C)c1=O
32	Cc1cc(C(F)(F)F)nn1CC(=O)NCC1CCCO1 (stereo not drawn)

Compound	25	26	27	28	29	30	31	32
TNAP act DEA	0.8	1	0.9	0.9	0.9	0.9	1	0.9
M1 antag	-0.015	-0.3	0.052	x	-0.23	0.035	-1.4	0.36
tolC growth inh	1	-16	-30	0	-6	-32	16	5
SF1 activator	6	28	9	33	14	-19	4	-16
M1 agonist	-0.04	-0.0021	-0.82	x	-0.84	0	-0.016	0.025
Ec RNAP inh	17	6	6	-10	7	-4	-5	7
RORa activator	-9	26	-16	9	35	-14	5	-7
Fluor 339 460	1.1	1	1.1	1.4	1.1	1.1	1.1	1.1
NADH coupling	8%	7%	4%	6%	0%	4%	8%	3%

33	Cn1c(NCc2c[nH]c3ccccc23)nc2ccccc21
34	COc1cc(/C=N/n2cnnc2)ccc1OCC(=O)N1CCOCC1
35	CCOC(=O)c1c(C)nc2sccn12
36	Cc1cc(C(=O)CSc2nc3ccccc3c(=O)[nH]2)c(C)n1C
37	CCC(C)(C)n1nnnc1C(c1cccc(C#N)c1)N1CCN(c2cccc(C)c2C)CC1 (stereo not drawn)
38	CC(=O)Nc1ccc(S(=O)(=O)Nc2ccc(S(=O)(=O)N3CCCCCC3)cc2)cc1
39	CC(C)OCCCNC(=O)c1c(N)n(/N=C/c2ccccn2)c2nc3ccccc3nc12
40	CC1Cc2nc(SCC(=O)Nc3ccc4c(c3)OCCO4)n(C)c(=O)c2S1 (stereo not drawn)

Compound	33	34	35	36	37	38	39	40
TNAP act DEA	0.9	0.9	0.9	0.9	1	1	1	x
M1 antag	-0.47	-0.044	0	-0.56	-0.38	-1.2	-0.088	1
tolC growth inh	3	12	-19	-6	8	27	3	7
SF1 activator	78*	x	4	47	-8	6	-7	-5
M1 agonist	1.1	-0.92	-0.32	-0.48	0.78	-0.5	-0.16	-0.03
Ec RNAP inh	x	4	8	3	4	-2	-7	x
RORa activator	64*	x	-17	43	7	-11	-5	-8
Fluor 339 460	1.1	1.1	1.2	1.1	1.1	1.1	1.4	1
NADH coupling	4%	4%	1%	4%	4%	8%	4%	5%

Sorted by length of the SMILES (high to low): some entries from above.
38	CC(=O)Nc1ccc(S(=O)(=O)Nc2ccc(S(=O)(=O)N3CCCCCC3)cc2)cc1
5	Cc1noc(C(=O)Nc2ccccc2C(F)(F)F)c1Cl
24	CCOc1ccc(NC(=O)CCC(=O)OC)cc1

Compound	38	5	24
TNAP act DEA	1	0.9	0.9
M1 antag	-1.2	-2.9	1
tolC growth inh	27	-21	-17
SF1 activator	6	-3	0
M1 agonist	-0.5	-0.98	-0.5
Ec RNAP inh	-2	9	1
RORa activator	-11	-8	9
Fluor 339 460	1.1	0.99	1.1
NADH coupling	8%	7%	3%

(next part)
41	Cc1cccc(/N=C/c2c(O)c3ccccc3oc2=O)n1
42	CC1(C)CC(=O)C2=C(C1)Nc1ccccc1NC2c1cccnc1 (stereo not drawn)
43	O=C1[C@@H]2Cc3ccccc3CN2C(=O)N1c1cccc(F)c1
44	CCn1cc(C(=O)NCc2ccc(Cl)cc2)c(=O)c2cc(S(=O)(=O)N3CCOCC3)ccc21
45	CCOc1ccccc1OCCCC(=O)N1CCN(S(=O)(=O)c2ccc(C)cc2)CC1
46	CCCC(=O)c1cn(CC(=O)OC)c2ccccc12
47	CCOC(=O)C1CCN(C(=O)c2cn(-c3ccccc3)nc2-c2cccnc2)CC1
48	COCC(=O)N(Cc1ccc(OC)cc1)Cc1nc2ccccc2c(=O)[nH]1

Compound	41	42	43	44	45	46	47	48
TNAP act DEA	0.9	1	1	0.8	1	0.9	0.9	0.8
M1 antag	0.71	x	0.27	-0.83	0.52	0.85	0.52	0.13
tolC growth inh	-17	-7	-8	4	10	-7	11	0
SF1 activator	1	-23	14	-2	15	5	-3	-1
M1 agonist	-1.4	x	-0.61	-0.31	0.92	0.13	0.73	-0.097
Ec RNAP inh	3	13	2	9	7	7	2	10
RORa activator	-14	-9	7	-3	12	-24	1	8
Fluor 339 460	1.1	0.96	1.1	1.1	1	0.98	1.1	0.99
NADH coupling	5%	11%	11%	3%	9%	2%	3%	3%

49	CS(=O)(=O)N1CCC(C(=O)Nc2ccc(Br)cc2F)CC1
50	O=C(Cc1nn[nH]n1)NCCC1=CCCCC1
51	COc1cc(C2=NOC(C(=O)NCc3ccco3)C2)cc(OC)c1OC (stereo not drawn)
52	CC1CCN(S(=O)(=O)c2ccc(NC(=O)CN3CCN(c4ccccc4)CC3)cc2)CC1
53	C=CCNc1nc(-c2ccc(O)c(C(N)=O)c2)cs1
54	O=C(Oc1ccc(Cl)c2cccnc12)N1CCOCC1
55	CCOC(=O)CN1C(=O)COc2ccc(C(C)(C)C)cc21
56	CC(=O)Oc1ccc(C(=O)Nc2nccs2)cc1
57	CCOC(=O)c1ccccc1NC1c2ccccc2C(=O)N1c1ccc(C)cn1 (stereo not drawn)

Compound	49	50	51	52	53	54	55	56	57
TNAP act DEA	1.1	0.9	1	1	0.8	0.9	0.9	0.9	0.9
M1 antag	0.66	-0.11	0.35	-0.83	-0.59	0.59	-0.81	-0.16	0.032
tolC growth inh	-5	-7	-8	-8	3	-15	5	-2	29
SF1 activator	4	4	55*	4	43	35	13	32	62*
M1 agonist	1.8	-1e-05	-0.91	-0.76	0.3	0.39	-0.068	1.3	0.29
Ec RNAP inh	8	6	-8	2	5	0	6	4	7
RORa activator	8	-14	82*	-9	18	-20	3	61*	22
Fluor 339 460	1.1	1	1.1	1.1	1.1	1.4	1.1	1	1.6
NADH coupling	4%	2%	3%	8%	6%	5%	3%	2%	4%

High-throughput results (PubChem)
